# NPC1 prom act: activates the NPC1 promoter | AID 485313 | hit rate 2.4% among 320,000 | Potency, µM (series often up to 9.22 µM), for inactives: at the highest dose activation, hits mostly activators | Huh7 NPC1 promoter luciferase reporter, 24 h;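 also: % of control where 0% means no effect; nearly all actives have a fitted effect of over 60% in size; reporter is driven by a mutant NPC1 promoter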
#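 In 1536-well qHTS, Huh7 cells harboring an NPC1 promoter–luciferase construct received compound for 24 h; activation was quantified by luminescence following luciferase reagent addition.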
# FLuc counter: firefly luciferase modulation, counter-screen for miR-21 project | P08659 | purified FLuc, Km substrates, luminescence inhibition | AID 588342 | Potency, µM (series often up to 57.5 µM), without a hit: at the highest dose activity change, negative = inhibition, hits mostly inhibitors | hit rate 6.9% among 360,000;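 also: plate controls were vehicle for no effect and reference inhibitor for full effect; nearly all actives have a fitted effect of over 55% in size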
#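 Purified P. pyralis luciferase (10nM final) with 10uM D-luciferin and 10uM ATP (Km levels) in 50mM Tris acetate pH 7.5, 10mM Mg acetate, 0.01% Tween-20, 0.05% BSA; qHTS 6-point titration, ~60 µM downward; luminescence read.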
# Rab9 prom act: activates the Rab9 promoter | Huh7 Rab9 promoter-luciferase reporter, luminescence, 24 h | Potency, µM (series often up to 9.22 µM), for inactives: at the highest dose activation, negative = inhibition, usual class: activators | hit rate 2.8% among 320,000 | AID 485297; also: % of control where 0% means no effect; nearly all actives have a fitted effect of over 60% in size
#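 Huh7 reporter line, Rab9 promoter upstream of luciferase. Compound exposure 24 h at 37 °C in reduced-serum medium with 10% FBS. Read-out: luminescence.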
# p53 reactivator: restores transcriptional activity of mutant p53; Potency, µM (top dose mostly 92.2 µM), inactives show at the top dose activity change, positive = activation, hits mostly activators; H1299 p53-A138V BP100-luciferase reporter, luminescence, 24 h; AID 504706; hit rate 0.063% among 320,000; also: % of control where 0% means no effect; nearly all actives have a fitted effect of over 45% in size
#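 p53-null H1299 cells stably carrying temperature-sensitive p53-A138V and a BP100-luciferase reporter were pinned with compounds (4-point, 1:5 series) and held 24 hrs at 37 deg C. Luminescence was read 10 min after detection reagent.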
# MBNL1-CUG inh: blocks human MBNL1 binding to CUG repeat RNA; TR-FRET MBNL1-His/biotin-(CUG)12 binding, 665/545 ratio; Potency, µM (top dose mostly 57.5 µM), inactives show at the top dose activity change, negative = inhibition, most hits filed as inhibitors; hit rate 0.036% among 280,000; AID 2675; active = well fitted inhibition curve with a large enough effect in the signal ratio, with a control signal flat, not every such curve was filed as active; inconclusive = small, poorly fitted or top-dose-only effect, or effect the other way, or a change in a side signal; inactive = no such curve, though single readings can be large or run the other way; the % refers to the signal ratio; also: % is scaled to controls: 0 for no effect and ±100 for the full control effect
# Target sequence (Q9NR56 whole entry, looked up): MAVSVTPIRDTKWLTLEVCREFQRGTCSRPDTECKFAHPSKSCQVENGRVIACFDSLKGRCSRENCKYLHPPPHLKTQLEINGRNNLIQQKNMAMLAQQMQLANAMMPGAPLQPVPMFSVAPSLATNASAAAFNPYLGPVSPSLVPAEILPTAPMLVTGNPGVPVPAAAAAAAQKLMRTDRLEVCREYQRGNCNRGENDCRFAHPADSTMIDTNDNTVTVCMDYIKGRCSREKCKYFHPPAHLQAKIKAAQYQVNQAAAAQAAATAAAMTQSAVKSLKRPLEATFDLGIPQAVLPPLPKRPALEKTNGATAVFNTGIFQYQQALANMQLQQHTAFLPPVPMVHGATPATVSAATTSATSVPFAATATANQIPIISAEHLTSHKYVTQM
#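 Ratiometric TR-FRET (665 over 545 nm, excitation 340 nm) tracks disruption of MBNL1-His/biotin-(CUG)12 complex after 60 min at room temperature, with compounds at 92 nM to 58 uM final.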
# ELG1 genotox: genotoxicity induction in ELG1-luciferase HEK293T cells. Potency, µM (top dose mostly 46 µM), for the others: top-dose activity change, positive = activation, usual class: activators. hit rate 1.3% among 330,000. HEK293T ELG1-luciferase reporter, luminescence, 16 h; also: % of control where 0% means no effect; nearly all actives have a fitted effect of over 60% in size
#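 After overnight (16 hr) compound treatment at 37 °C, ELG1-luciferase HEK293T cells were lysed with ONE-Glo; luminescence quantified 30 min later at room temperature.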
# RORgamma inh: ROR gamma (mouse) transcription inhibition; Drosophila S2 Gal4-RORgamma UAS-luciferase reporter, 20 h; Potency, µM (series often up to 53.6 µM), for the others: top-dose activity change, negative = inhibition, actives largely listed as inhibitors; AID 2551; hit rate 5.4% among 310,000; also: % is scaled to controls: 0 for no effect and ±100 for the full control effect; nearly all actives have a fitted effect of over 60% in size
#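 Compounds are pin-transferred onto Drosophila Schneider cells expressing a copper-inducible Gal4–ROR gamma transactivation domain fusion. After 1 hr, copper sulfate is added to 700 uM final; luciferase is read 20 hr later.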
# uPA generation: cell surface uPA generation inhibition | cell surface uPA generation assay, qHTS | Potency, µM (doses to about 38.3 µM), for inactives: top-dose activity change, negative = inhibition, actives largely listed as inhibitors | hit rate 0.31% among 330,000 | AID 540303; active = well fitted inhibition curve with a large enough effect; inconclusive = small, poorly fitted or top-dose-only effect; inactive = no such curve, though single readings can be large or run the other way; tested in mouse RAW 264.7 cells; also: % is scaled to controls: 0 for no effect and ±100 for the full control effect; nearly all actives have a fitted effect of over 55% in size
# BRCA1 expr act: activators of BRCA1 expression; hit rate 1.1% among 380,000; Potency, µM (series often up to 46.1 µM), inactives show at the highest dose activation, hits mostly activators; MCF7-BRCA1-FFLuc reporter, luminescence, 48 h; response scale: scaled: vehicle 0%, 10 µM genistein 100%; AID 624202; also: nearly all actives have a fitted effect of over 80% in size; some results filed as inactive show a strong effect at the top dose
#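 Activators of BRCA1 expression were detected as increased firefly luciferase luminescence in engineered MCF7 cells after 48 h compound incubation. Signals were scaled to genistein 10 microM as full activation.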
# Gal4-VP16 FLuc: counter-screen for ROR gamma inhibitors: Gal4-VP16 reporter; Drosophila S2 Gal4-VP16 UAS-luciferase, luminescence, 20 h; Potency, µM (highest dose often 53.6 µM), without a hit: at the top dose activity, negative = inhibition, most hits filed as inhibitors; hit rate 3.5% among 310,000;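 also: Gal4-VP16 expression switched on by copper sulfate through the metallothionein promoter; % is scaled to controls: 0 for no effect and ±100 for the full control effect; nearly all actives have a fitted effect of over 50% in size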
# MLL CXXC-DNA inh: MLL CXXC-DNA interaction inhibition; Q03164; MLL-CXXC / FITC-HOXA9 DNA fluorescence polarization; Potency, µM (doses to about 115 µM), for inactives: at the top dose activity change, negative = inhibition, usual class: inhibitors; hit rate 0.037% among 290,000; active = well fitted inhibition curve with a large enough effect in the polarisation, with a control signal flat, not every such curve was filed as active; inconclusive = small, poorly fitted or top-dose-only effect, or effect the other way, or a change in a side signal; inactive = no such curve, though single readings can be large or run the other way; the % refers to the polarisation
#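 Fluorescence polarization: 7 uM MLL-CXXC (stock) preincubated 5 min with compounds, then 50 nM fluorescein-HOX-A9 DNA (stock) added; 30 min ambient. Buffer 50 mM Tris-HCl pH 7.5, 50 mM NaCl, 1 mM DTT, 0.05% BSA.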
# * marks the source's active call; other numbers are inactive results; u = inconclusive; x = not tested or not shown. Unless noted, calls follow the shape of the dose curve; as a rule, active = well fitted curve in the direction sought with a large enough effect; inconclusive = small, poorly fitted or top-dose-only effect, or another doubt; inactive = no such curve, though single readings can be large; an effect the other way counts as inactive or inconclusive. Potency is read from the fitted curve at half-maximal effect.
Structure	NPC1 prom act	FLuc counter	Rab9 prom act	p53 reactivator	MBNL1-CUG inh	ELG1 genotox	RORgamma inh	uPA generation	BRCA1 expr act	Gal4-VP16 FLuc	MLL CXXC-DNA inh
COc1ccccc1C(=O)COC(=O)CN1C(=O)NC2(CCCC2)C1=O	11%	2%	-7%	4%	x	0%	x	0%	-2%	x	x
O=C(CCS(=O)(=O)c1ccccc1)Nc1ccc2c(c1)C(=O)NC2=O	-3%	1%	3%	1%	u	1%	2%	2%	-7%	u	12%
CCOC(=O)Cn1c(=O)oc2cc(S(=O)(=O)NCCc3ccc(C)cc3)ccc21	-4%	-3%	1%	-10%	u	0%	u	-11%	-2%	u	-8%
COc1cccc(N2CCN(C(=O)CCCCCn3c(=S)[nH]c4cc5c(cc4c3=O)OCO5)CC2)c1	-4%	-1%	-5%	-4%	11%	u	2.2µM*	11%	-15%	-26%	1%
CCN(c1cccc(C)c1)c1nc2ccsc2c(=O)s1	-2%	1%	0%	11%	-3%	3%	15%	-2%	-17%	21%	4%
CCc1noc(C)c1C(=O)N(Cc1ccccc1)c1c(N)n(CCOC)c(=O)[nH]c1=O	-9%	-3%	-6%	3%	x	3%	x	-6%	-1%	x	x
COCCN(C(=O)COC(=O)CNC(=O)c1cccs1)c1c(N)n(Cc2ccccc2)c(=O)[nH]c1=O	-2%	0%	-6%	2%	x	1%	x	1%	8%	x	x
CCOC(=O)c1cnc2nc(NCc3ccc(OC)c(OC)c3)[nH]n2c1=O	-3%	3%	-2%	2%	u	-1%	0%	4%	-17%	1%	7%
Cc1cc(NC(=O)CSCC(=O)OCC(=O)Nc2cc(C)c(C)cc2[N+](=O)[O-])no1	1%	-1%	0%	-6%	x	-2%	x	-2%	-8%	x	x
CCCCN(C(=O)NC(=O)Nc1ccccc1OC)S(C)(=O)=O	0%	-6%	0%	-5%	6%	4%	23%	-1%	-30%	0%	-2%
Cc1nc(NC(=O)CSc2nnc(Cn3nnc4ccccc43)n2C)sc1C	-3%	8%	-1%	2%	x	-1%	35%	-1%	1%	-1%	2%
CCOC(=O)C1=C(c2ccccc2)NC(=S)NC1c1cc([N+](=O)[O-])ccc1OC (configuration not stated)	-6%	1%	-4%	-7%	u	1%	13µM*	10%	-25%	u	16%

# (list continues)
Structure	NPC1 prom act	FLuc counter	Rab9 prom act	p53 reactivator	MBNL1-CUG inh	ELG1 genotox	RORgamma inh	uPA generation	BRCA1 expr act	Gal4-VP16 FLuc	MLL CXXC-DNA inh
Cc1ccc2[nH]c3c(=O)n(CCCN4CCOCC4)cnc3c2c1	5%	2%	8%	5%	-11%	4%	28%	2%	6%	2%	-5%
CCOC(=O)c1c(-c2ccc(C)o2)csc1NC(=O)CN1CCCCC1	-1%	-18%	-2%	1%	2%	1%	-6%	-10%	-50%	2%	-6%
Cc1noc(C)c1NC(=O)NC(c1ccccc1)c1ccccc1	-3%	-2%	-2%	-3%	2%	11%	-10%	-3%	-22%	-1%	-8%
N#Cc1c(NC(=O)CCCN2C(=O)c3ccccc3C2=O)oc(-c2ccccc2)c1-c1ccccc1	-5%	5%	-1%	5%	23%	-8%	16%	6%	-40%	-13%	-1%
Cc1nn(-c2ccccc2)c2sc(C(=O)NC3CCCCC3)cc12	-4%	-15%	-2%	2%	5%	-8%	18%	-1%	-46%	0%	7%
Cc1c(NS(=O)(=O)c2ccc(N)cc2)c(=O)n(-c2ccccc2)n1C	0%	5%	0%	u	-12%	-5%	-19%	3%	6%	-9%	8%
CCOC(=O)N1CCC(Nc2ccc3nnc(-c4ccccc4)n3n2)CC1	-2%	2%	-9%	0%	-1%	0%	-22%	22%	0%	2%	-11%
O=C1NCCN1C(=O)c1cccc(Cl)c1	-4%	7%	-1%	-15%	-9%	1%	-8%	-2%	-1%	-6%	22%
O=C(c1ccc2c(c1)OCO2)N1CCN(S(=O)(=O)c2ccc(Cl)cc2)CC1	-5%	0%	-4%	-4%	-8%	-3%	40%	-13%	-18%	0%	7%
CS(=O)(=O)N(Cc1ccccc1)c1ccccc1C(=O)N1CCN(c2ccccc2)CC1	-1%	2%	1%	-2%	0%	-8%	6%	0%	-34%	-2%	-4%
CCOC(=O)N1CCC(N(CCN(C)C)C(=S)Nc2ccccc2OCC)CC1	-3%	-1%	-2%	3%	-3%	0%	-44%	-6%	-12%	2%	0%

# Compound profiles, as listed above. Values in the order: NPC1 prom act	FLuc counter	Rab9 prom act	p53 reactivator	MBNL1-CUG inh	ELG1 genotox	RORgamma inh	uPA generation	BRCA1 expr act	Gal4-VP16 FLuc	MLL CXXC-DNA inh
# CCOC(=O)c1c(-c2ccc(C)o2)csc1NC(=O)CN1CCCCC1 in the list: -1%	-18%	-2%	1%	2%	1%	-6%	-10%	-50%	2%	-6%
# O=C1NCCN1C(=O)c1cccc(Cl)c1 in the list: -4%	7%	-1%	-15%	-9%	1%	-8%	-2%	-1%	-6%	22%
# Cc1noc(C)c1NC(=O)NC(c1ccccc1)c1ccccc1 in the list: -3%	-2%	-2%	-3%	2%	11%	-10%	-3%	-22%	-1%	-8%
# Cc1c(NS(=O)(=O)c2ccc(N)cc2)c(=O)n(-c2ccccc2)n1C in the list: 0%	5%	0%	u	-12%	-5%	-19%	3%	6%	-9%	8%

# Compound activity as filed in PubChem BioAssay.

# Some of the compounds tested (hit frequency here may not be typical).
